# H9c2 TAG inh: inhibitors of triacylglycerol accumulation, primary screen, cell-based, uHTS, fluorescence, H9c2 | AID 651582, 2012 | inhibition, % at 12.5 µM | 0.66% of 230,000 active | H9c2 cells, Nile Red lipid (TAG) fluorescence; cells loaded with 200 µM oleic acid;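 active = pattern-corrected inhibition of lipid staining of at least 50% with the nuclear-stain viability signal not falling by more than 50%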;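 note: 0% = DMSO wells and 100% = triacsin C control wells; some results filed as inactive read as strong as hits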
# H9c2 TAG inh DAPI viability: second read-out of H9c2 TAG inh, no call of its own (marks repeat the call); DAPI nuclei signal change (viability), lower = more cytotoxic, %;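 whole-well DAPI fluorescence read on a plate reader as a viability signal; minus 50 percent equals half of cells still viable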
# An asterisk follows results filed as active. Not all compounds are listed. The share of hits here may be higher or lower than overall.
smiles,H9c2 TAG inh DAPI viability,H9c2 TAG inh
CN(Cc1cc2ccccc2[nH]c1=O)C(=O)COc1ccccc1,-8,-8
O=C(CSc1nnc(Cc2cccs2)n1-c1ccccc1)Nc1ccc2c(c1)OCCO2,-1,-8
CCOC(=O)N1CCN(C(=O)c2nn(C)c3c2CSc2ccccc2-3)CC1,3,-5
Cc1ccc(S(=O)(=O)Nc2ccccc2CNc2cccc(C)n2)cc1,8,-31
COc1ccccc1C(=O)OCC(=O)Nc1ccc(OC(F)F)cc1,2,-8
Cn1c(N/N=C2\CCCc3ccccc32)nc2c1c(=O)n(Cc1ccccc1)c(=O)n2C,10,17
CCCNC(=O)OCCC12CC3CC(CC(C3)C1)C2,-4,-18
Cn1c(CC(=O)c2ccc(Br)cc2)[n+](C)c2ccccc21,0,0
COCc1cc(C)c(C#N)c(=S)[nH]1,-9,0
O=C(OCCCN=C1NS(=O)(=O)c2ccccc21)C1CC(=O)N(c2ccc(Cl)cc2)C1 (stereo not given),10,-32
Cc1ccc(CNC(=O)COC(=O)c2ccc(S(=O)(=O)NCc3ccco3)cc2)cc1,-2,-2
O=C(NCC(c1ccco1)N1CCc2ccccc2C1)c1c(F)cccc1F (stereo not given),-1,16
CCCCOc1ccc(C(=O)Nc2ccc3c(c2)C(=O)NC3=O)cc1,15,8
COc1cc(NC(=O)COC(=O)c2ccc([N+](=O)[O-])s2)cc(OC)c1OC,-4,14
CN(CCO)C1=CC(=O)CC(C)(C)C1,15,-8
CC1=CC(=O)N(c2ccn(C)n2)C1=O,-10,12
COc1ccc(NC(=O)Nc2ccc3c(c2)C(=O)N([C@@H](C)CO)C[C@@H](C)[C@@H](CN(C)S(=O)(=O)c2cn(C)cn2)O3)cc1,-3,-1
COc1ccc(C(=O)NCCc2ccc(C)cc2)cc1OC1CCN(C(C)=O)CC1,-4,-6
CN(c1ccccc1)S(=O)(=O)c1cccc(NC(=O)CN2C(=O)NC3(CCCC3)C2=O)c1,-8,-33
Cc1cccc(NC2=NCC(=O)N2Cc2cccs2)c1,5,-6
Cc1ccn2c(=O)c(C(=O)O)cnc2c1,1,-9
O=C(COC(=O)CNC(=O)c1ccccc1)Nc1nnc(-c2ccccc2)o1,0,11
CC(NC(=O)c1ccc(CS(=O)(=O)c2cccc(C(F)(F)F)c2)o1)c1ccc2c(c1)OCCO2 (stereo not given),-21,30
Cc1ccc(C)c(S(=O)(=O)N2CCN(C(=O)CSC(=S)N3CCCC3)CC2)c1,-5,-33
CCN(CC)S(=O)(=O)c1cccc(C(=O)NC(C(=O)Nc2nnc(C3CC3)s2)C(C)C)c1 (stereo not given),-2,-17
CCOC(=O)C1=C(COC(=O)C(CC)Oc2ccccc2)NC(=O)NC1C (stereo not given),1,-11
Cc1nn2c(-c3ccccc3)ccnc2c1-c1ccccc1,-6,1
Cc1ccc(NS(=O)(=O)c2ccc(Cl)s2)nc1,-2,3
Cc1ccc(S(=O)(=O)N(C)C)cc1NC(=O)COC(=O)Cc1cccs1,3,3
COc1ccccc1C(=O)NCCC(=O)Nc1ccc(C)cn1,-6,-5
Cc1nc(CC(=O)NNS(=O)(=O)c2cccc(Cl)c2Cl)cs1,12,-9
Cc1ccsc1C(=O)N1CCCC(CO)(Cc2ccccc2)C1 (stereo not given),2,-13
CCN(C(=O)c1cnc(NC(C)C)cc1C(F)(F)F)c1ccc(Cl)cc1,5,-48
O=C(CC1N=C2c3ccccc3N=C(SCc3ccc(Cl)cc3)N2C1=O)NCc1ccco1 (stereo not given),-3,1
CCOc1ccc(N(CC(=O)Nc2cccc(F)c2)S(=O)(=O)c2c(C)noc2C)cc1,3,-1
CC(C)NC(=O)CSc1nc(-c2cccs2)cc(-c2ccccc2)c1C#N,55,-8
CN1CCN(c2cc(C(F)(F)F)nc3ccc(F)cc23)CC1,-2,14
O=c1oc2ccc3ccccc3c2cc1-c1nnc(-c2ccccc2)o1,29,-11
COc1ccc(NS(=O)(=O)c2cccc(C(=O)NNC(=O)c3ccc(=O)[nH]c3)c2)cc1,3,-10
Cc1ccc(C(=O)OCC(=O)c2ccc(CC(=O)N3CCOCC3)s2)cc1C,-4,-18
COc1cc(C(CCN2CCCC(C)C2)c2c(OC)cc(OC)c3c2OC(=O)CC3c2ccc(N(C)C)cc2)cc(OC)c1OC (stereo not given),-3,19
c1ccc(CN2CCOCC2)nc1,-7,5
C=C(C)COc1ccc(-c2n[nH]c(C)c2-c2ccc(OC)c(OC)c2)c(O)c1,-34*,56*
CCCCOc1cccc2c(=O)n(CC(=O)Nc3ccc4c(c3)OCCO4)ccc12,-1,12
COc1ccccc1C(c1c(N)n(C)c(=O)n(C)c1=O)C(C)[N+](=O)[O-] (stereo not given),3,6
O=C(NCC(c1ccco1)N1CCc2ccccc2C1)C(=O)Nc1ccccc1 (stereo not given),3,10
O=C(CCc1nc2ccccc2s1)OCC(=O)c1ccccc1,-14,3
N#Cc1ccc(-c2ccc3c(c2)OCO3)nc1SCC(=O)OCc1ccccc1,24,9
COc1cccc(N2CC(C(=O)Nc3nnc(SCC(=O)Nc4ccc(NC(C)=O)cc4)s3)CC2=O)c1 (stereo not given),9,9
O=P(C(=S)Nc1ccccc1Cl)(c1ccccc1)c1ccccc1,-1,-43
COc1ccc(-c2c(C)n([O-])c(C)c(C)[n+]2=O)cc1OC,4,-19
CC1=NN(c2ccccc2)C(=O)C1/C=C1/NC(=S)NC1=O (stereo not given),3,-3
CCOC(=O)C(NC(C)=O)(Nc1cccc(F)c1)C(F)(F)F (stereo not given),4,-11
COc1ccc(C(=O)Cn2c(=N)n(C)c3ccccc32)cc1,8,-1
Clc1ccc(SCCOCCN2CCc3ccccc3C2)cc1,5,4
CCOC(=O)CCCCNCc1ccccc1,-5,9
N#Cc1ccc(-c2cccnc2)nc1SCc1ccc(Cl)cc1Cl,13,-17
COc1ccc(NC(=O)Cn2nnc(C(=O)NCc3ccco3)c2N)c(OC)c1,-8,-3
Cc1c(C)c([N+](=O)[O-])c(C)c(C)c1N,6,-15
O=C(N/N=C/c1ccccn1)c1sc2ccccc2c1Cl,-17,4

# Further structures follow.
smiles,H9c2 TAG inh DAPI viability,H9c2 TAG inh
COc1cccc(CNS(=O)(=O)/C=C/c2ccc(OC)c(OC)c2)c1,-3,0
CCCc1nc2ccc(NC(=O)NCCC(=O)OCC)cc2c(=O)n1Cc1ccc(Cl)cc1,9,20
CSc1ccc(/C=N/N2CCN(Cc3ccc(Cl)cc3)CC2)cc1,-1,14
CCOC(=O)C1CCN(c2nc3ccccc3nc2C(C#N)C(=O)OCCOC)CC1 (stereo not given),-2,27
C=CCn1c(-c2ccc(Cl)cc2)c[nH]c1=S,32,-28
Cc1ccc(C)c(S(=O)(=O)N2CCN(C(=O)c3ccccc3Cc3ccccc3)CC2)c1,-2,-18
NCCCCCC(=O)O,-3,-4
CN(C(=O)COC(=O)/C=C/c1ccc(Cl)c(Cl)c1)c1c(N)n(Cc2ccccc2)c(=O)[nH]c1=O,6,4
O=C(COC(=O)c1cc(S(=O)(=O)N2CCOCC2)ccc1Cl)NCc1ccccc1,-7,6
O=C(CNS(=O)(=O)c1ccc(Br)cc1)N1CCN(c2ccc(F)cc2)CC1,-2,-22
Cc1ccc(C)c(C(=O)COC(=O)c2cc(Cl)nc3ccccc23)c1,-6,6
CC1=C(c2ccccc2)C=NNCC1=O,-5,-16
O=C(NCc1ccccc1OC(F)(F)F)C1CCC(=O)N(CCCN2CCOCC2)C1 (stereo not given),-5,-8
Cc1ccc(C(=O)N2CCN(S(C)(=O)=O)C2)cc1,7,1
O=C(CSc1nc(O)c(Cc2ccccc2)c(=O)[nH]1)Nc1nc2c(s1)CCCC2,-12,2
CCc1nc2ccc(C(=O)NCCCN3CCCC3=O)cn2c1N(CC)C(C)=O,11,-8
CN(CCc1ccccc1)C(=O)c1ccc(NC(=O)Cc2ccc(NC(=O)C3CCN(C(=O)C4CCC4)CC3)cc2)cc1,10,-6
Cc1ccc(NC(=O)c2cc3ccccc3o2)cc1S(=O)(=O)N(C)C,-25*,70*
COc1cccc(C(=O)NCC(=O)OCC(=O)Nc2ncc(Cl)cc2Cl)c1,6,-3
Cc1cccc(OCC(=O)Nc2ccccc2N2CCN(C(=O)C(C)C)CC2)c1C,-1,-17
CSc1cc(C)n(-c2ccc(Cl)cc2)c(=S)c1C(C)=O,-7,2
Cc1cccc(NC(=O)CN(C)C(=O)C2CCCC2)c1C,0,-5
COCCn1c(=N)c(C(=O)NCCc2ccc(OC)cc2)cc2c(=O)n3cccc(C)c3nc21,2,29
Cn1c(NC(=O)c2ccccc2)cc(=O)n(C)c1=O,0,-12
CCOc1ccc(/C=N/NC(=S)NC2CC3C=CC2C3)cc1 (stereo not given),-2,-1
CC(C)NC(=O)/C=C/C(=O)O,-3,3
C#CC1(NC(=S)Nc2cccc(OC)c2)CCCCC1,-5,-4
CC(=O)c1ccc(N2CCN(C(=O)c3ccc(NC4=NC5CS(=O)(=O)CC5S4)cc3)CC2)cc1 (stereo not given),-3,0
Cc1ccc(Cn2c(CCCO)nc3ccccc32)cc1,2,-17
Cc1cccc(N(C)S(=O)(=O)c2ccc3[nH]cc(C(=O)N4CCOCC4)c(=O)c3c2)c1,3,7
O=C(NCCc1ccccc1)C1Cc2c(-c3ccc(Cl)cc3)ccnc2O1 (stereo not given),-7,13
O=C(NC1CCN(C(=O)c2cccs2)CC1)c1ccccc1,3,-8
CN1CCN(c2ccc(NC(=O)c3ccc(-c4ccc(Br)cc4)o3)cc2)CC1,29,13
COc1ccc2[nH]c(=O)c(CN(Cc3ccc4c(c3)OCO4)C(C)=O)cc2c1,-6,5
Cc1ccc(S(=O)(=O)N2CCCCC2)cc1NC(=O)c1ccc(Cl)nc1,-6,-6
O=S(=O)(NCc1cn2ccccc2n1)c1ccccc1F,-8,5
O=C(NCC1CCCO1)c1nnc(Cc2ccc(F)cc2)o1 (stereo not given),17,-7
Cc1cccc(OCC(=O)Nc2nnc(S(=O)(=O)N3CCCCCC3)s2)c1,-10,6
COc1ccc(OCCC(=O)OCC(=O)Nc2cccc(S(=O)(=O)N3CCOCC3)c2)cc1,3,-7
CC(C)(C)OC(=O)N1CCN(C(=O)Nc2ccc3c(c2)OCCO3)CC1,-9,6
O=C(CN1C(=O)C2C3C=CC(C3)C2C1=O)NC1CCCc2ccccc21 (stereo not given),5,-6
COC(=O)[C@@H]1[C@@H](C#N)C2(c3ccccc3-c3ccccc32)N(c2ccc(Cl)cc2)N1C#N,-8,-37
CCC(=O)N1N=C(c2ccc(C)o2)CC1c1ccc(N(C)C)cc1 (stereo not given),13,-37
CC1(C)CC(=O)C=C(Nc2ccccc2)C1,5,-29
C[C@@H](O)CC#Cc1ccc2oc(=O)c(-n3cc(-c4ccsc4)nn3)cc2c1,6,-8

# Structures shown so far containing an NH in an aromatic ring:
smiles,H9c2 TAG inh DAPI viability,H9c2 TAG inh
CN(Cc1cc2ccccc2[nH]c1=O)C(=O)COc1ccccc1,-8,-8
COCc1cc(C)c(C#N)c(=S)[nH]1,-9,0
COc1ccc(NS(=O)(=O)c2cccc(C(=O)NNC(=O)c3ccc(=O)[nH]c3)c2)cc1,3,-10
C=C(C)COc1ccc(-c2n[nH]c(C)c2-c2ccc(OC)c(OC)c2)c(O)c1,-34*,56*
C=CCn1c(-c2ccc(Cl)cc2)c[nH]c1=S,32,-28
CN(C(=O)COC(=O)/C=C/c1ccc(Cl)c(Cl)c1)c1c(N)n(Cc2ccccc2)c(=O)[nH]c1=O,6,4
O=C(CSc1nc(O)c(Cc2ccccc2)c(=O)[nH]1)Nc1nc2c(s1)CCCC2,-12,2
Cc1cccc(N(C)S(=O)(=O)c2ccc3[nH]cc(C(=O)N4CCOCC4)c(=O)c3c2)c1,3,7
COc1ccc2[nH]c(=O)c(CN(Cc3ccc4c(c3)OCO4)C(C)=O)cc2c1,-6,5

# (list continues)
smiles,H9c2 TAG inh DAPI viability,H9c2 TAG inh
COC(=O)c1c(-c2ccc(Br)cc2)noc1N,-5,2
Cc1cc(NC(=O)CN2C(=O)[C@@H]3[C@H](C2=O)[C@@H]2C[C@H]3C(Br)C2Br)no1 (stereo not given in full),4,11
CC(C)COc1cccc(C(=O)NC(=S)NCc2cccnc2)c1,7,-16
CC1(C)CC(=O)C2=C(C1)Nc1ccccc1NC2c1cc(Cl)ccc1O (stereo not given),-1,-5
COCCCNC(=O)CSc1nc2sc(C(=O)OC)c(C)c2c(=O)n1N,0,-10
CCC(C)OC(=O)C(C)Oc1ccc(-c2ccccc2)cc1 (stereo not given),-3,14
Cc1cccc(-c2oc3ccccc3c2C#CCCCCO)c1,45,-27
Cc1ccc(NC(=O)C(c2ccccc2)N2CCN(CC(=O)NC3CC3)CC2)cc1Cl (stereo not given),-2,-1
CCOC(=O)C1(Cc2cccc(OC)c2)CCN(C/C=C/c2ccccc2)CC1,17,-15
Cc1ccccc1OC1CCN(C(=O)c2cc(COc3ccccc3)on2)CC1,-12,12
Cc1ccccc1CC1(CO)CCCN(C(=O)c2ccccc2Cl)C1 (stereo not given),2,-28
CC1(C)S[C@@H]2[C@H](NC(=O)C(C(=O)O)c3ccccc3)C(=O)N2[C@H]1C(=O)O (stereo not given in full),3,0
CCCCn1c(SCC(=O)N2c3ccccc3CCc3ccccc32)nc2c1c(=O)n(C)c(=O)n2C,-20,11
CCC1CN(C(=O)Nc2ccc(C)cc2)c2cc(C)ccc2O1 (stereo not given),4,0

# From PubChem
